esBAF inh: inhibitors of esBAF chromatin remodeling in mouse ES cells; 350,000 tested, 2% active; reporter increase, % at 12.5 µM; Bmi1-luciferase knock-in reporter, 24 h; 100% = twice the neutral-well signal; in the data active means activation above about 40%;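 further: 0% = median of the plate's neutral control wells and 100% = double that signal; a rise in the Bmi1 reporter signal indicates esBAF inhibition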
GSIS activator: primary screen for activators of insulin secretion dependent on glucose, INS-1E cells, GLuc reporter luminescence; INS-1E GLuc reporter insulin secretion, 2-3 h; activation, % at 16.6 µM; 370,000 tested, 0.61% active;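 active means lowest replicate activation of at least 40%, so every replicate reaches that level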;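 further: 0% = median of neutral control wells and 100% = median of IBMX positive control wells; some compounds called inactive have numbers as strong as hits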
RAD52 inh: RAD52 (human) annealing inhibition; P43351; 360,000 tested, 0.46% active; recombinant RAD52 DNA annealing, FRET fluorescence; inhibition, % at 18.7 µM;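 active means every replicate showing at least 50% inhibition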
F508del corr: correctors of CFTR F508del function in bronchial epithelial cells. CFBE cells, YFP halide quenching; stimulated with forskolin plus potentiator P3; % fluorescence drop versus neutral controls. activity (quench increase), % at 7.58 µM. 350,000 tested, 0.36% active;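 active means mean added fluorescence quench of at least 8% versus neutral control, with both replicates also reaching 8%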;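 further: cells transiently co-express mutant CFTR-F508del with the halide-sensitive YFP; corrector assay measuring rescue of mutant channel to the surface after 24 h compound exposure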
ARNT-TACC3 inh: ARNT/TACC3 interaction disruption | Q9Y6A5 | AlphaScreen His-ARNT PAS-B/GST-TACC3 binding, luminescence; TACC3 fragment carries E629A point mutation | inhibition, % at 9.99 µM | 390,000 tested, 0.66% active | AID 623870;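 active means mean inhibition of replicates at least 50% and at least half of replicates each reaching 50%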;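 further: 0% = complete ARNT plus TACC3 wells and 100% = ARNT alone without TACC3; many hits fall short of the cut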
XiGFP reactiv: reactivates the inactive X chromosome in mouse fibroblasts. 360,000 tested, 0.055% active. XiGFP mouse fibroblasts, % GFP-positive cells imaging, 3 d; cells co-treated with 5-aza-dC sensitizer; scaled so ellipticine positive control = 100%. activation, % at 7.58 µM. AID 743238;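 active means mean normalized replicate activation at least 10% and every replicate at or above 10%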;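 further: 0% = median of on-plate neutral control wells and 100% = ellipticine 6 µM median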
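Material: XiGFP fibroblasts, SV40-immortalized; Buffer or medium: DMEM containing 5-aza-dC; Compound dosing: single point; Times: 3 days compound exposure.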
ERAP1 HTS inh: blocks human ERAP1 aminopeptidase activity | Q9NZ08 | recombinant ERAP1, Leu-AMC fluorescence, 60 min | inhibition, % at 10.7 µM | 340,000 tested, 0.15% active;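 active means mean replicate inhibition of at least 30%, or all replicates individually reaching that 30% level; inactive means mean below 30% and not every replicate reaching it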;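 further: 0% = neutral control wells and 100% = L-leucinethiol positive control wells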
RAD54 branch: RAD54 (human) branch migration inhibition. RAD54 Holliday junction branch migration, FAM/BHQ fluorescence. AID 602329. 360,000 tested, 0.14% active. inhibition, % at 10.4 µM;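 active means mean normalized replicate activity at least 40 and at least half of replicates scoring 40 or more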;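 further: 0% = median of neutral control wells and 100% = median of positive control wells; inhibitors cause a drop in the FAM fluorescence signal; in these data hits start at about 50%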
Target sequence (Q92698 whole entry, looked up): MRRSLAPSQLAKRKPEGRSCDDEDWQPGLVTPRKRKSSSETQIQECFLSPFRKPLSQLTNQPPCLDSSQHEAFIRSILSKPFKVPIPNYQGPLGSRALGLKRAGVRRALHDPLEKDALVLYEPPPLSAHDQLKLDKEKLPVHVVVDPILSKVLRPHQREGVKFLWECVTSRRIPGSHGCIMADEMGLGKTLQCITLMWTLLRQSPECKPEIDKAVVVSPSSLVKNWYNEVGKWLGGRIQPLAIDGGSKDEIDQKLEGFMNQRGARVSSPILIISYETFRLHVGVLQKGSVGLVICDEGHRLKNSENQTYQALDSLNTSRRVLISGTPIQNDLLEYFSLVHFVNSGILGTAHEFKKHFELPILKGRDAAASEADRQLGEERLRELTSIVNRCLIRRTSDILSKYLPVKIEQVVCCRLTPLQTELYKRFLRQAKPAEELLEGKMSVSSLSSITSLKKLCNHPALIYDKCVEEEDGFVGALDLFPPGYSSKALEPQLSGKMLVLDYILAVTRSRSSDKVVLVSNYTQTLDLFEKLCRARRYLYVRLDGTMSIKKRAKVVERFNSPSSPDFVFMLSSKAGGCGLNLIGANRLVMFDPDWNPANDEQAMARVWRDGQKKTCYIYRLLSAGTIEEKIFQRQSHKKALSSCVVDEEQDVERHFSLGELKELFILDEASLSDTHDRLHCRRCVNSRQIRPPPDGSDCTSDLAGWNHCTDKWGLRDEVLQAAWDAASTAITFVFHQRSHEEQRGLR
Numbers without * were called inactive; · = not tested or not shown.

SMILES	esBAF inh	GSIS activator	RAD52 inh	F508del corr	ARNT-TACC3 inh	XiGFP reactiv	ERAP1 HTS inh	RAD54 branch
Cc1ccc(NC(=O)CCN2C(=O)C3CC=CCC3C2=O)cc1Cl (stereo unspecified)	12	0	-9	2.0	-1	1.2	0	-4
CCOC(=O)c1ccc(NC(=O)c2cc(F)c(F)cc2Cl)cc1	23	-5	-12	-1.6	-2	0.0	-3	0
CCOC(=O)N1CCN(C(=O)C(CC(C)C)NS(=O)(=O)c2ccc(C)cc2)CC1 (stereo unspecified)	-1	-8	-1	2.0	-1	0.0	2	0
C[C@H]1CN([C@@H](C)CO)S(=O)(=O)c2ccc(C#Cc3ccncc3)cc2O[C@H]1CN(C)S(=O)(=O)c1ccccc1	1	-4	-24	-0.6	-8	-1.9	-1	-9
CCCC(=O)Nc1ccc2c(c1)C(=O)N(C)C[C@@H](OC)[C@@H](C)CN(C(=O)CN(C)C)[C@H](C)CO2	-2	-2	-8	0.4	1	0.4	2	6
CC(C)OC(=O)c1cc2c(=O)[nH]c(C(Cl)(Cl)Cl)nc2o1	·	-42	-2	-1.2	·	0.4	0	·
CN1C(=O)c2cc(NC(=O)C3CCOCC3)ccc2OC[C@@H]2O[C@H](CC(=O)NCc3ccc4c(c3)OCO4)CC[C@@H]21	-2	-5	10	·	2	0.2	0	-1
COc1ccc(N2CCN(C(=S)NC(=O)c3cccs3)CC2)c([N+](=O)[O-])c1	6	9	-13	-0.1	28	0.1	-5	2
O=S(=O)(c1cccs1)N1CCCCN2[C@H](C1)[C@H](c1ccc(C3=CCCC3)cc1)[C@@H]2CO	3	9	-16	-2.8	2	0.1	3	-9
COc1ccc(C)cc1NC(=O)CNC(c1ccccc1)c1ccccc1	2	-10	-9	-2.8	-10	0.2	2	-3
CCOC(=O)[C@@H]1[C@H]2COc3ccccc3[C@@H]2N2C(=O)N(c3cccc(Cl)c3)C(=O)[C@]12C	-12	-2	-4	-1.6	-1	0.0	·	8
O=C(COC(=O)CCC(=O)c1ccc(Cl)cc1)NCc1ccco1	·	1	-14	-4.5	·	0.0	-1	·
CCCN1CCC(NC(=S)Nc2ccc(OC)c(OC)c2)CC1	-3	-1	9	-1.3	-5	0.3	-2	-6
Cc1cccc(C)c1NC(=O)CNC(=O)C(C)N1CCN(c2cccc(Cl)c2)CC1 (stereo unspecified)	-9	-33	-1	-1.0	·	0.0	-2	-2
Cc1noc(C)c1NC(=O)N(C)C[C@@H]1Oc2ccc(NS(=O)(=O)c3c(C)noc3C)cc2CC(=O)N([C@H](C)CO)C[C@@H]1C	-7	21	-9	-2.8	-18	0.0	-2	-1
O=S1(=O)CC(N2CCN(Cc3ccccc3F)CC2)CN1Cc1cn(Cc2ccccc2)nn1 (stereo unspecified)	·	-5	-17	2.0	·	0.0	·	·
CCN(CC(=O)NC1CCS(=O)(=O)C1)S(=O)(=O)c1c(C)c(C)cc(C)c1C (stereo unspecified)	·	3	-11	0.2	0	0.0	-3	·
CN(c1ccc(O)cc1)S(=O)(=O)c1ccc2ccccc2c1	58*	-3	-14	-0.1	5	0.0	0	-1
CCn1c(CNC(=O)c2ccccc2Br)nnc1SCC(=O)NC1=NCCS1	0	2	-5	1.0	-3	-0.1	-5	11
C[C@@H]1CCCCO[C@H](CN(C)C(=O)C2CCCCC2)[C@@H](C)CN([C@H](C)CO)C(=O)c2cc(NC(=O)NC3CCCCC3)ccc2O1	-3	-8	11	1.6	·	0.1	-5	-3
CN(C)c1cccc2c(S(=O)(=O)NCc3ccc(S(N)(=O)=O)cc3)cccc12	-1	6	-24	1.4	-13	0.3	·	6
COc1cccc(C(=O)Nc2ccc3c(c2)C(=O)N(C)C[C@H](OC)[C@@H](C)CN(CC2CC2)[C@H](C)CO3)c1	0	-3	2	-3.2	-14	-0.1	-2	4
C[C@@H]1CCCCO[C@@H](CN(C)C(=O)c2ccccc2)[C@H](C)CN([C@@H](C)CO)C(=O)c2cc(NS(=O)(=O)c3cccs3)ccc2O1	-1	-10	-28	1.2	-5	0.2	1	0
COCCNC(=O)C[C@H]1CC[C@@H]2[C@@H](COc3ccc(NC(=O)Nc4cccc(F)c4)cc3C(=O)N2C)O1	-7	-3	-20	0.4	-4	0.0	-1	3
Cc1ccccc1CN(C)C[C@H]1OCc2cn(nn2)CCCC(=O)N([C@@H](C)CO)C[C@H]1C	-2	6	6	0.1	-7	0.2	0	13
CCc1noc(C)c1C(=O)N1CCN(S(=O)(=O)c2cccc(C(F)(F)F)c2)CC1	-3	27	0	-1.8	-7	0.4	-4	4
COc1ccccc1C(=O)NC(=O)COC(=O)CNC(=O)c1ccc(Cl)cc1Cl	3	12	-8	-4.2	-7	0.0	-1	-6
COc1ccc2ccc(O)c(CN3CCN(S(=O)(=O)c4cc([N+](=O)[O-])ccc4C)CC3)c2c1	8	-4	-8	-0.8	-1	0.0	-3	8
O=C(c1ccc2c(c1)OCO2)N1C[C@H]2[C@@H](c3ccccc31)[C@@H](CO)N2Cc1ccc2c(c1)OCO2	1	6	-12	0.9	2	0.0	3	-7
CC1=CC2=NC(=O)/C(=C\c3ccc(-c4cccc(Cl)c4)o3)C(=N)N2O1	·	·	-79	·	-3	0.0	-1	·
Cc1cccc(-c2nc(CS(=O)CC(=O)NCc3cccs3)c(C)o2)c1 (stereo unspecified)	3	-15	-12	2.2	-2	0.0	14	-10
O=C(NCC[C@@H]1CC[C@H](NS(=O)(=O)c2ccc(Cl)cc2)[C@@H](CO)O1)Nc1ccc(F)cc1	·	5	15	0.1	·	0.0	-4	·
Cc1cccc(C)c1NC(=O)CN(C)C(=O)c1ccc(NS(=O)(=O)c2ccc3[nH]c(=O)[nH]c3c2)cc1	0	3	-9	2.1	1	0.2	2	-6
CC1(C)Cc2c(cnn2-c2ccccc2)C(NC(=O)CCCn2cncn2)C1 (stereo unspecified)	11	14	-10	1.6	-11	0.0	-1	1
CN(C)CCCNC(=O)[C@@H]1[C@@H](CO)[C@@H]2Cn3c(ccc(-c4ccccc4)c3=O)[C@H]1N2C	-1	22	7	1.0	-6	0.1	-1	0
CCCNC(=O)N1CCC2(CC1)CN(Cc1ccccn1)[C@@H](CO)c1c2c2ccc(OC)cc2n1C	·	-10	-166	0.4	·	0.0	-2	·
C[C@@H](NC(=O)C[C@H]1CC[C@@H](NC(=O)C2CCC2)[C@@H](CO)O1)c1ccccc1	4	-3	-2	0.2	20	0.2	6	0
COc1cc(/C=N\NC(C)=O)ccc1OC/C=C/c1ccccc1	4	-2	-8	0.3	4	0.0	2	-4
CCN(CC)C1Oc2cc3c(cc2C(c2cccc(OC)c2O)C1C)OCO3 (stereo unspecified)	·	·	-10	-2.3	10	0.0	1	·
COc1ccc(S(=O)(=O)N2CCN=C2SCc2cccc(C)c2)cc1	·	1	-7	-4.6	-1	-0.1	-2	-5
CC(=O)Nc1ccc(C(=O)OCC(=O)Nc2c(F)cccc2F)cc1	-2	15	-2	-1.2	0	-0.1	8	4
COc1ccc(C(=O)Nc2nncs2)cc1S(=O)(=O)N1CCOCC1	0	9	-19	-1.4	·	0.1	-5	-1
Cc1cc(NC(=O)c2ccc(Cl)cc2Cl)no1	-13	12	-7	-8.6	5	0.0	-1	11
CC(=O)OCn1nnc2ccccc2c1=O	-15	-3	·	·	-5	·	·	-4
Nc1cc(=O)[nH]c(SCC(=O)Nc2cccnc2Cl)n1	-5	12	-12	-1.7	-1	0.1	1	0
Cc1sc(NC(=O)c2c(F)cccc2F)nc1-c1ccccc1	6	17	-14	2.4	2	0.0	-1	-4
CCN(CC)C(=O)C1=C(C)N(CCCN2CCCC2=O)C(=O)C(CC(=O)NCC2CCCCC2)C1 (stereo unspecified)	1	-4	0	-3.6	·	-0.1	10	-4
CCCCCCn1c(=O)n2n(c1=O)C[C@]1(OC(=O)NC3CC3)CN(S(=O)(=O)c3ccc(C)cc3)C[C@]1(O)C2	3	-50	-2	1.7	·	0.1	0	-4
C=CCO/N=C/C1=C(O)C(C(=O)OC)C(C)(C)CC1=O (stereo unspecified)	·	11	-10	1.0	-3	0.0	-5	·
N#CCC(=O)Nc1ccc(C(=O)OCC(=O)Nc2ccccc2-c2ccccc2)cc1	·	12	-28	-0.7	·	0.1	4	·
Cc1ccc(C(=O)C2=C(O)C(=O)N(Cc3ccco3)C2c2cccc(Br)c2)o1 (stereo unspecified)	3	5	-23	0.2	-1	0.1	6	-10
CCOc1cccc(NC(=O)C2CC(=O)N(C)C(=Nc3cccc(F)c3)S2)c1 (stereo unspecified)	4	-13	1	1.0	-15	·	-2	6
COc1ccccc1CNC(=O)C[C@H]1C[C@@H]2c3cc(NS(=O)(=O)c4ccc(F)cc4)ccc3O[C@@H]2[C@H](CO)O1	-2	1	8	0.2	5	0.2	-1	1
COC(=O)c1ccc2c(=O)n(-c3ccccc3F)c(=S)[nH]c2c1	·	5	-21	0.6	-18	0.0	-4	·
O=C(CN1CCN(S(=O)(=O)c2ccccc2F)CC1)Nc1ccccc1C(=O)c1ccccc1	-11	-1	-5	2.2	-7	0.0	-2	-6
CCOC(=O)[C@]12CCCC=C1N(Cc1ccc(Cl)cc1Cl)C(=O)[C@H](CC(=O)NCCCN1CCCC1=O)C2	·	0	-6	2.3	·	0.4	0	·
O=C(CNC(=O)c1ccccc1F)OCCCOC(=O)CNC(=O)c1ccccc1F	9	-1	-12	2.3	-3	-0.2	2	·
CS(=O)(=O)Nc1ccc(C2=NN(C(=O)c3ccco3)C(c3ccc(F)cc3)C2)cc1 (stereo unspecified)	·	-12	-12	1.4	-12	0.2	-2	·
CSC1=C(C#N)C(=O)NC(c2ccccc2O)S1 (stereo unspecified)	·	-11	-8	0.6	2	0.3	·	·
C/C=C/c1ccc([C@@H]2[C@@H](CO)N3C(=O)CN(C(=O)c4ccncc4)C[C@@H]23)cc1	·	-1	-4	-0.6	·	0.0	7	·

The results go on.
SMILES	esBAF inh	GSIS activator	RAD52 inh	F508del corr	ARNT-TACC3 inh	XiGFP reactiv	ERAP1 HTS inh	RAD54 branch
CN(C)C(=O)[C@H]1[C@H](CO)[C@H]2Cn3c(ccc(-c4ccccc4)c3=O)[C@H]2N1C(=O)c1ccccn1	-2	5	4	·	6	0.3	0	-10
Cc1ccc(-c2ccc3c(c2)O[C@H](CN(C)C(=O)C2CCC2)[C@@H](C)CN([C@H](C)CO)S3(=O)=O)cc1	-6	-20	-4	-0.6	3	-0.1	-1	6
Cc1noc(C)c1NC(=O)N(C)C[C@@H]1Oc2ccc(NC(=O)Nc3ccc4c(c3)OCO4)cc2C(=O)N([C@@H](C)CO)C[C@H]1C	8	-2	5	-2.4	-7	0.0	-1	5
CCCC(=O)Nc1ccc2c(c1)OC[C@@H](C)N(C(=O)Cc1cccnc1)C[C@@H](C)[C@H](OC)CN(C)C2=O	-4	-2	6	1.3	-2	0.4	-1	12

Single records, from the list above. Order of values: esBAF inh | GSIS activator | RAD52 inh | F508del corr | ARNT-TACC3 inh | XiGFP reactiv | ERAP1 HTS inh | RAD54 branch
`CN(C)C(=O)[C@H]1[C@H](CO)[C@H]2Cn3c(ccc(-c4ccccc4)c3=O)[C@H]2N1C(=O)c1ccccn1` across the screens: -2 | 5 | 4 | · | 6 | 0.3 | 0 | -10
`Cc1noc(C)c1NC(=O)N(C)C[C@@H]1Oc2ccc(NC(=O)Nc3ccc4c(c3)OCO4)cc2C(=O)N([C@@H](C)CO)C[C@H]1C` across the screens: 8 | -2 | 5 | -2.4 | -7 | 0.0 | -1 | 5
`Cc1ccc(-c2ccc3c(c2)O[C@H](CN(C)C(=O)C2CCC2)[C@@H](C)CN([C@H](C)CO)S3(=O)=O)cc1` across the screens: -6 | -20 | -4 | -0.6 | 3 | -0.1 | -1 | 6

Bioassay records (PubChem BioAssay)
